Screening results deposited in PubChem BioAssay by The Scripps Research Institute Molecular Screening Center.
PAFAH1B3 inh – blocks human PAF acetylhydrolase 1B catalytic subunit 3. actives 0.28% (n = 340,000). Q15102. recombinant PAFAH1B3, FP-rhodamine probe, fluorescence polarization. inhibition, % at 3.39 µM;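 active means inhibition above the screen-wide average of all tested compounds plus 3 SD, cut at about 25% in these data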;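 further: 0% = enzyme with DMSO only and 100% = wells lacking PAFAH1B3 protein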
PAFAH1B2 FP inh – PAFAH1B2 (human) inhibition. inhibition, % at 3.39 µM. AID 492953. recombinant PAFAH1B2, FP-rhodamine activity probe, fluorescence polarization. actives 1.2% (n = 340,000);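 active means inhibition above the mean of all tested compounds plus 3 SD, cut at about 24% in these data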;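 further: 0% = enzyme with DMSO and 100% = wells lacking PAFAH1B2; many of its hits are not listed in these tables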
PAFAH2 FP inh – inhibitors of human PAFAH2; Q99487; recombinant PAFAH2, FP-rhodamine activity probe, fluorescence polarization; inhibition, % at 3.39 µM; actives 0.99% (n = 340,000);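 active means inhibition above the mean over all tested compounds plus 3 SD, cut at about 30% in these data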;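 further: inhibitors block probe labeling of enzyme so polarization drops; 0% = enzyme with DMSO and 100% = wells lacking PAFAH2 protein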
pPAFAH FP inh – pPAFAH (human) enzyme inhibition; Q13093; inhibition, % at 3.39 µM; recombinant pPAFAH, FP-rhodamine probe fluorescence polarization; actives 1.5% (n = 330,000);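 active means inhibition above the mean inhibition across the screen plus 3 SD, cut at about 25% in these data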;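 further: inhibitors block binding of the rhodamine activity-based probe so polarization drops; 0% = enzyme with DMSO and 100% = wells lacking pPAFAH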
Fam108B counter – counter-screen for RBBP9 inhibitors: inhibitors of mouse Fam108B; inhibition, % at 9.51 µM; AID 1947; recombinant Fam108B, FP-Rh probe fluorescence polarization; actives 0.33% (n = 300,000);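 active means inhibition above the screen mean inhibition plus 3 SD, computed separately per campaign, cut at about 18% in these data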;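 further: inhibitors lower polarization as less probe binds the enzyme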
PAD4 inh – blocks human protein arginine deiminase 4 | inhibition, % at 6.36 µM | AID 485272 | Q9UM07 | actives 0.41% (n = 330,000) | recombinant PAD4, RCA probe fluorescence polarization;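 active means percent inhibition above a cutoff equal to the mean of all tested compounds plus 3 SD, cut at about 15% in these data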;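 further: 0% = PAD4 with RCA probe and DMSO and 100% = probe without PAD4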
Target sequence (Q9UM07 whole entry, looked up): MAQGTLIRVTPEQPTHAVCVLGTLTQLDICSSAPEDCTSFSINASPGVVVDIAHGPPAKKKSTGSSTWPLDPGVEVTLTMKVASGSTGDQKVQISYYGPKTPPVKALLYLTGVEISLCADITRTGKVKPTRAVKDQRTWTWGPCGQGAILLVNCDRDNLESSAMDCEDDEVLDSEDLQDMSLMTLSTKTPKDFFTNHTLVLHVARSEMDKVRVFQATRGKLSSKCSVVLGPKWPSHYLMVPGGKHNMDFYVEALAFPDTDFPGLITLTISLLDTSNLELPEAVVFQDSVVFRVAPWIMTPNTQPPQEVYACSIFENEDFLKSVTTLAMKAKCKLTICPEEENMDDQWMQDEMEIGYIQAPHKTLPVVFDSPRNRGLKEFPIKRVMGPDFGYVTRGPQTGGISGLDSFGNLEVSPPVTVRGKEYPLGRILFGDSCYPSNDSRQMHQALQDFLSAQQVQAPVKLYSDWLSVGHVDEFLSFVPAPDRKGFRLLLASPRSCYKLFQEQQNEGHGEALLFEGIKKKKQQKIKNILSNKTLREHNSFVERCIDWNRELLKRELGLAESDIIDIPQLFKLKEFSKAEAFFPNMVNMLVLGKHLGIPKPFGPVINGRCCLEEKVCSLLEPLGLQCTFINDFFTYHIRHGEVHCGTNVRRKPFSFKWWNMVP
GSTO1 counter – counter-screen for RBBP9 inhibitors: inhibitors of human GSTO1 | recombinant GSTO1, activity-based probe fluorescence polarization | actives 1.1% (n = 300,000) | AID 1974 | P78417 | inhibition, % at 5.96 µM;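 active means inhibition above the campaign mean inhibition plus 3 SD, cut at about 35% in these data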;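 further: 0% = GSTO1-1 with DMSO and 100% = wells lacking GSTO1-1 enzyme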
Target sequence (P78417 whole entry, looked up): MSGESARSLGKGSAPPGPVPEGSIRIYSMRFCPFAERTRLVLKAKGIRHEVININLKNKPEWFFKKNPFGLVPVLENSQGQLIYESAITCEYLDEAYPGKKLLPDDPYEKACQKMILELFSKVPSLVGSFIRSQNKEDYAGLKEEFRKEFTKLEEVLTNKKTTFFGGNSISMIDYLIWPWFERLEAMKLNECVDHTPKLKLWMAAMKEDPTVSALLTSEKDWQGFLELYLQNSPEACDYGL
PME-1 inh – blocks human protein phosphatase methylesterase 1; Q9Y570; recombinant PME-1, FP-Rh probe fluorescence polarization; actives 0.53% (n = 320,000); inhibition, % at 5.9 µM; AID 2130;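 active means inhibition above the campaign mean of all compounds plus 3 SD, cut at about 26% in these data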;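 further: competitive labeling of PME-1 active site by serine hydrolase directed probe; 0% = PME-1 with DMSO and 100% = wells lacking PME-1 enzyme; inhibitors block probe labeling so polarization falls and inhibition rises; many of its hits are not listed in these tables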
LYPLA1 inh – LYPLA1 (human) inhibition in PME1 counter-screen; O75608; actives 0.16% (n = 320,000); inhibition, % at 5.9 µM; recombinant LYPLA1, FP-Rh probe fluorescence polarization;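 active means inhibition above the mean of all tested compounds plus 3 SD, set per campaign, cut at about 14% in these data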;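 further: inhibitors block serine hydrolase probe labeling of LYPLA1 so polarization falls; 0% = enzyme with DMSO and 100% = wells lacking LYPLA1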
* hit, by the source's call; . = not tested or not shown. These rows are one share of the data; rates above refer to the full screens.

SMILES	PAFAH1B3 inh	PAFAH1B2 FP inh	PAFAH2 FP inh	pPAFAH FP inh	Fam108B counter	PAD4 inh	GSTO1 counter	PME-1 inh	LYPLA1 inh
Cc1noc(C)c1CSCC(=O)Nc1ccc(OC(F)F)c(Cl)c1	-1	1	-1	9	-3	2	-2	0	-1
COCCNC(=O)C(c1ccc(OC)cc1)N(Cc1ccco1)C(=O)CCC(=O)Nc1ccccn1 (centres undefined)	5	3	8	3	1	-2	-1	-2	2
CC(C)c1ccc(N2C=Nc3ccc(C(C)C)cc3C2)cc1	6	4	5	14	0	-5	4	-83	2
CNC(=O)NC(=O)COc1c(F)c(F)cc(F)c1F	-10	-3	-2	0	0	-5	-6	-4	3
CCSc1nnc(NC(=O)C2Cc3ccccc3CN2S(=O)(=O)CC)s1 (centres undefined)	3	2	2	8	4	-2	-20	-6	-5
Cc1ccc(C(=O)c2nccn2C)cc1C	-4	1	3	1	0	-8	-3	-1	3
CCn1c(CNc2cccc(Cl)c2)nnc1SCC(=O)OC1CCCCC1	2	0	-21	0	2	-2	12	0	-5
O=C(COc1ncnc2cc(Cl)ccc12)c1ccc2c(c1)OCCO2	-3	3	-10	1	1	3	5	0	-1
Cc1cccc(C)c1NC(=O)CS(=O)CC(=O)NC1CCN(Cc2ccccc2)CC1 (centres undefined)	-2	4	1	-6	2	5	-7	2	-6
C[N+](C)(C)CC/C=C1/c2ccccc2CSc2ccccc21	1	1	1	-4	1	3	2	-1	-6
C=CCN(CC=C)C(=O)C(=O)c1ccn(-c2c(C)csc2C(=O)OC)c1	8	-7	0	0	-1	1	-1	0	-1
CCN(c1ccccc1)S(=O)(=O)c1nnc(NC(=O)C(C)(C)C)s1	8	8	1	-1	6	-2	-8	-1	-2
O=C(CCC(=O)c1cccs1)NCc1cccc(Cl)c1	15	9	10	2	-3	3	1	1	-1
COc1ccc2cc(CCNC(=O)c3ccc(S(=O)(=O)N4CCOCC4)cc3)c(=O)[nH]c2c1	4	0	2	-3	0	0	0	9	-3
N#C/C(=C(\O)c1ccco1)c1ccccn1	6	-1	0	-2	1	-3	-2	-1	0
CCOC(=O)c1sc(N(Cc2ccccc2)C(=O)CN2C(=O)CN(C)C2=O)nc1C	4	3	0	2	6	-3	0	1	3
Cc1ccc2nc3n(c(=O)c2c1)-c1cc(Cl)ccc1C(=O)NC3Cc1ccccc1 (centres undefined)	.	.	.	1	.	-1	.	-4	-5
COc1cc(/C=C2\N=C(c3c(-c4ccccc4)noc3C)OC2=O)ccc1OC(C)=O	4	-4	9	-5	2	-2	-3	0	-2
Cc1csc(NC(=O)CCC(=O)N(CC(=O)NC2CCCC2)c2ccccc2)n1	-1	0	-4	0	2	6	-3	0	-3
CCC1(C)OC(=O)NN(c2ccc(C)cc2)C1(C)O (centres undefined)	4	6	3	4	6	-5	7	0	-2
Cn1c(=O)c2[nH]c(N3CCN(c4ccccc4)CC3)nc2n(C)c1=O	5	-2	-1	4	-7	-1	13	4	-1
CCOC(=O)C1=C(C)Nc2ccccc2N=C1NC(=O)c1ccc(Cl)c(S(=O)(=O)N2CCCC2)c1	1	-4	-3	2	3	0	-3	3	-5
CCN(CC)c1ccc(NC(=O)c2ccc3c(c2)OCO3)cc1	1	5	5	4	0	-1	3	4	0
O=C(Nc1ccc2c(c1)OCCO2)c1c(F)c(F)c(F)c(F)c1F	1	-3	-4	-5	-5	-4	-10	-11	1
CC1C(=O)C(C)C(c2cccc(Br)c2)NC1c1cccc(Br)c1 (centres undefined)	-7	0	2	3	-2	-3	-2	-7	-5

Not a retest: 14 of the compounds above.
SMILES	PAFAH1B3 inh	PAFAH1B2 FP inh	PAFAH2 FP inh	pPAFAH FP inh	Fam108B counter	PAD4 inh	GSTO1 counter	PME-1 inh	LYPLA1 inh
CCN(c1ccccc1)S(=O)(=O)c1nnc(NC(=O)C(C)(C)C)s1	8	8	1	-1	6	-2	-8	-1	-2
O=C(CCC(=O)c1cccs1)NCc1cccc(Cl)c1	15	9	10	2	-3	3	1	1	-1
COc1ccc2cc(CCNC(=O)c3ccc(S(=O)(=O)N4CCOCC4)cc3)c(=O)[nH]c2c1	4	0	2	-3	0	0	0	9	-3
N#C/C(=C(\O)c1ccco1)c1ccccn1	6	-1	0	-2	1	-3	-2	-1	0
CCOC(=O)c1sc(N(Cc2ccccc2)C(=O)CN2C(=O)CN(C)C2=O)nc1C	4	3	0	2	6	-3	0	1	3
Cc1ccc2nc3n(c(=O)c2c1)-c1cc(Cl)ccc1C(=O)NC3Cc1ccccc1 (centres undefined)	.	.	.	1	.	-1	.	-4	-5
COc1cc(/C=C2\N=C(c3c(-c4ccccc4)noc3C)OC2=O)ccc1OC(C)=O	4	-4	9	-5	2	-2	-3	0	-2
Cc1csc(NC(=O)CCC(=O)N(CC(=O)NC2CCCC2)c2ccccc2)n1	-1	0	-4	0	2	6	-3	0	-3
CCC1(C)OC(=O)NN(c2ccc(C)cc2)C1(C)O (centres undefined)	4	6	3	4	6	-5	7	0	-2
Cn1c(=O)c2[nH]c(N3CCN(c4ccccc4)CC3)nc2n(C)c1=O	5	-2	-1	4	-7	-1	13	4	-1
CCOC(=O)C1=C(C)Nc2ccccc2N=C1NC(=O)c1ccc(Cl)c(S(=O)(=O)N2CCCC2)c1	1	-4	-3	2	3	0	-3	3	-5
CCN(CC)c1ccc(NC(=O)c2ccc3c(c2)OCO3)cc1	1	5	5	4	0	-1	3	4	0
O=C(Nc1ccc2c(c1)OCCO2)c1c(F)c(F)c(F)c(F)c1F	1	-3	-4	-5	-5	-4	-10	-11	1
CC1C(=O)C(C)C(c2cccc(Br)c2)NC1c1cccc(Br)c1 (centres undefined)	-7	0	2	3	-2	-3	-2	-7	-5

(more compounds)
SMILES	PAFAH1B3 inh	PAFAH1B2 FP inh	PAFAH2 FP inh	pPAFAH FP inh	Fam108B counter	PAD4 inh	GSTO1 counter	PME-1 inh	LYPLA1 inh
O=C(NCCNc1ccc([N+](=O)[O-])cc1)c1cccs1	1	1	2	1	1	-6	0	-3	3
O=C(COC(=O)CC(c1ccccc1)c1ccccc1)Nc1c(F)cccc1F	.	.	.	11	-3	1	-7	1	-3
CCNC(=O)CCSc1nnc(-c2ccncc2)o1	-6	5	3	0	-2	-2	3	4	-2
CN(CC(=O)Nc1ccc(F)c(F)c1F)C(=O)c1cc(-c2ccncc2)nc2ccccc12	9	1	0	-4	-5	-6	0	0	-2
O=C(Nc1cccc(S(=O)(=O)Nc2ccccc2Cl)c1)c1ccc(Cl)nc1	5	1	3	4	1	-7	0	7	-3
O=C(NCCN1CCCCC1)Nc1ccccc1	6	4	-6	4	-1	1	-2	-1	1
COc1ccc2cc(/C=N/NC(=O)CN(c3ccccc3)S(=O)(=O)c3ccccc3)c(Cl)nc2c1	.	.	.	1	-14	-2	-8	-1	-4
Cc1ccc(NC(=O)CN(C)C(=O)COc2ncnc3ccc(Br)cc23)cc1	7	12	-3	-1	.	5	.	5	2
NNc1ccc2nncn2n1	1	4	-1	0	2	1	2	1	0
CS(=O)(=O)N1CCc2nc(-c3ccccc3)sc2C1	0	6	-1	0	2	1	-1	0	-4
Cc1ccc(/C=C/C(=O)O)cc1S(=O)(=O)NCc1cccnc1	6	0	-5	0	-3	-2	0	-3	-3
CSc1ccc(C(=S)N2CCN(Cc3ccccc3)CC2)cc1	11	1	4	11	6	-2	-4	-7	0
COC(=O)c1ccc(NC(=O)COC(=O)COc2cccc3c2OC(C)(C)C3)cc1	-6	0	2	6	.	2	.	-4	2
COc1cccc(NC(=O)c2ccc(-n3cnnn3)cc2)c1	5	13	0	5	1	2	-4	1	-2
Cc1ccc(OCC(=O)NNC(=O)c2ccccc2OCc2c(C)noc2C)cc1	-8	1	6	5	-3	-6	6	3	3
COc1ccccc1C(=O)NCc1ccc(-c2nc3ccccc3s2)cc1	1	1	-2	-1	3	-1	-1	6	-12
Cc1[nH]n(-c2cccc(Cl)c2)c(=O)c1-c1ccccc1	5	2	3	1	-1	0	-13	0	-2
CC(C)(C)OC(=O)[C@H](Cc1ccccc1)NC(=O)c1nc[nH]c1C(=O)NCC(=O)OCc1ccccc1	-2	2	-6	6	-16	-2	-3	-20	-16
COc1ccccc1-c1c(C)nn2c(NCCN3CCCC3)cc(C)nc12	7	5	4	3	0	0	-1	6	1
c1cn(C23CC4CC(CC(C4)C2)C3)cn1	11	21	-9	6	-2	3	5	-3	4
Cc1ccc(C(=O)CC(=O)COc2ccc(Cl)cc2C)cc1	8	-3	-1	5	3	-4	-5	-7	2
COc1ccc(-c2nc3ccccc3c(=O)n2CCOc2ccccc2C)cc1	1	1	-4	5	1	0	4	0	0
CCOc1ccc(C(=O)NCC(=O)NCC(c2ccc(OC)cc2)N2CCCC2)cc1 (centres undefined)	-2	4	0	-6	-1	-3	-1	-3	-1
CCn1c(CNC(=O)c2ccco2)nnc1SCC(=O)c1ccc(OC)cc1	-2	4	3	8	-1	3	3	5	3
COc1ccc(OCCCn2cc(/C=C3/C(=N)N4C=C(C)SC4=NC3=O)c3ccccc32)cc1	0	0	0	2	-3	2	1	-5	0
SMILES	PAFAH1B3 inh	PAFAH1B2 FP inh	PAFAH2 FP inh	pPAFAH FP inh	Fam108B counter	PAD4 inh	GSTO1 counter	PME-1 inh	LYPLA1 inh
Cc1ccc(-c2csc(NC(=O)C3CC=CCC3C(=O)O)c2C(=O)OC(C)C)cc1 (centres undefined)	-4	2	6	21	-4	-4	7	0	1
CN1c2ccccc2-c2nc3ccccc3n2C1c1ccncc1 (centres undefined)	-1	-5	13	-4	2	5	-6	8	-2
CCOc1ccc(NC(=O)CN(C)S(=O)(=O)c2cccs2)cc1	1	0	2	2	-4	-2	3	-4	4
O=C(O)CSCC(=O)N(Cc1ccccc1)c1nc(-c2ccccc2)c(-c2ccccc2)s1	3	23	-6	54*	-15	-11	-10	-11	-6
COCCN(CCOC)C(=O)N1CCOCC1	1	4	3	-1	1	-1	0	-2	-3
COc1ccc(OC)c(NC(=O)c2cn(C)c(=O)c3cc(OC)c(OC)cc23)c1	-6	1	2	2	0	0	2	4	0
COc1ccc(CN2CCN(C(=O)c3c(-c4ccccc4)noc3C)CC2)cc1F	0	2	8	3	.	1	.	-1	-2
CC[C@@H]1[C@H]2CCCC(=O)N3CC[C@@H](C[C@@H]1OC(=O)Nc1ccccc1)[C@@H]23	11	-4	3	9	-1	-2	4	7	-2
CCOC(=O)c1nnc(-c2ccccc2)nc1N1CC(C)OC(C)C1 (centres undefined)	4	-5	4	5	0	4	6	-3	-1
CC(=O)N1CCc2cc(S(=O)(=O)NCCC(=O)N3CCc4ccccc4C3)ccc21	10	9	-2	4	2	4	6	6	-2
Nc1[nH]c(=S)nc2nc(-c3ccccc3)c(-c3ccccc3)nc12	3	18	6	14	-2	-8	-9	0	-2
Cc1ccc2c(c1)N(CC(=O)NCc1cccnc1)C(=O)CO2	9	1	-6	3	-4	1	11	-1	7
CCCCC1CC1C(=O)Nc1ccc(OC)c(OC)c1 (centres undefined)	7	7	1	-1	5	0	-1	2	1
CCCCSc1nsc(NC(C)=O)n1	6	1	3	9	0	-4	-6	1	3
